P. falciparum M17LAP = P. falciparum M17LAP inhibitors, primary screen, biochemical, fluorogenic H-Leu-NHMec substrate, 1536-well (AID 1619); recombinant M17LAP, H-Leu-NHMec fluorogenic kinetic assay; higher % means a stronger effect; one-dose inhibition, % at 30 µM; IC50 in µM for titrated hits; actives 0.38% (n = 220,000);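 active means compound inhibiting the enzyme by more than half at any dose during confirmatory dose-response retesting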;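 further: plate controls were full reaction with DMSO carrier for no effect and no enzyme background for full effect; strong numbers were not always called active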
Yfh1-off respiration = mitochondrial function rescue without frataxin homolog – Friedreich's ataxia, plus single-dose screen, dose response (AID 1465); fold induction at 50 µM, or EC50 in µM where a hit was titrated; actives 0.074% (n = 220,000); S. cerevisiae Yfh1-off respiration, WST-1 reduction, 72 h; higher fold induction means a stronger effect;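 active means fold induction of absorbance versus untreated yeast above a set limit, then at least 30% activation at any dose in follow-up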;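 further: activators that raise dye reduction in frataxin-depleted yeast; strong numbers were not always called active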
MT stabilizer = microtubule stabilization, imaging screen | % tubulin-high responders, % at 10 µM | actives 0.83% (n = 200,000) | HeLa tubulin immunostaining HCS, 24 h; share of cells brighter than vehicle mean+2SD;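 active means plate Z-score above 3 for both tubulin-high and condensed-nucleus cell shares, with cell loss under 80%, at 10 µM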;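 further: anti alpha tubulin signal scored within the nucleus-defined area of each cell; some results filed as inactive read as strong as hits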
HEK293 NOD2/NF-kB = inhibition of NOD2-driven NF-kB reporter – cell-based, luminescence, uHTS, HEK293 (AID 1566); HEK293 NOD2/NF-kB luciferase reporter, luminescence; higher % means a stronger effect; inhibition, % at 4 µM, or EC50 in µM where a hit was titrated; actives 0.63% (n = 290,000); in the data active means inhibition above about 50%; further: many of its hits are not listed in these tables
Dynein transport = blocks dynein driven cargo transport along microtubules; 3617.4 mouse cells, GR-EGFP nuclear translocation imaging; test concentration mostly 20 µM; stimulated with dexamethasone, 1 µM; stronger effect = lower value; z-score, hits read low; actives 0.47% (n = 220,000); AID 1381;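 active means plate z-score of nuclear minus cytoplasmic receptor signal below a set negative limit, without overly bright fluorescence or cell loss, cut at about -3.5 in these data, passing the limit was not always enough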;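 further: z-score of nuclear minus cytoplasmic ring GR-EGFP intensity difference per well; some compounds called inactive have numbers as strong as hits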
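Also added – dexamethasone, 1.0 µM final · Buffer or medium – tet-free, stripped-serum medium · Schedule – induction 48 h, compound 1 h, agonist 30 min · Detection – formaldehyde fixation, Hoechst nuclear stain, 10x automated fluorescence imaging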
bCat nuc transl = alters nuclear translocation of beta-catenin in HeLa cells. immunofluorescence imaging. nuclear translocation activity, % at 5 µM. actives 0.3% (n = 190,000). AID 1665;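 active means nuclear translocation activity above 50% at 5 µM, with a well cell count of 50 or more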;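 further: per-cell ratio of nuclear to cytoplasmic median beta-catenin stain intensity; plate controls were DMSO negative control for no effect and GSK-3 inhibitor IX positive control for full effect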
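Test system: human HeLa cells, native beta-catenin. Compound dosing: 5 µM primary single dose, 0.1% DMSO, 0.02–20 µM confirmation series. Incubation: compound exposure 24 h at 37°C. Detection: beta-catenin immunostaining with DAPI counterstain, 20x imaging, 6 fields/well. Read-out basis: Nuclear/cytoplasmic beta-catenin signal ratio, % activation.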
Autophagy mod = alters autophagy in cells; calls only at 10 µM (by protocol); actives 0.98% (n = 190,000); MEF GFP-LC3 puncta imaging; test concentration mostly 10 µM;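 active means percentage of spot-positive cells more than 3 SD above its plate mean, without a fluorescence outlier flag or 80% toxicity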;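 further: spot-positive cell cutoff set from DMSO-treated cells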
Ins promoter up = MIN6 insulin promoter up-regulation. actives 0.3% (n = 190,000). z-score at 5 µM. MIN6 insulin promoter-GFP reporter, high-content imaging; stronger effect = higher value;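 active means z-score above 3 at 5 µM with at least 500 cells counted in the well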
NOD1 inhibition = inhibition of NOD1-driven NF-kB reporter – cell-based, luminescence, uHTS, primary screen (AID 1578); inhibition, % at 4 µM; hits with a dose series show EC50 in µM; NOD1-driven NF-kB luciferase reporter cells, luminescence; higher % means a stronger effect; actives 1% (n = 290,000); in the data active means inhibition mostly above about 36%, no sharp cut-off; inactive means mostly below about 34%;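 further: HEK-293T reporter cells stimulated with the NOD1 agonist gamma-tri-DAP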
Dynein transport cytoplasmic EGFP = further read-out of Dynein transport, marked with its call; z-score; measured here: cytoplasmic GR-EGFP intensity; stronger effect = higher value
Dynein transport nuclear GR-EGFP = further read-out of Dynein transport, marked with its call; z-score; measured here: nuclear GR-EGFP intensity;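 lower value marks the stronger effect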
Dynein transport cell count = second read-out of Dynein transport, no call of its own (marks repeat the call); z-score; measured here: cell count per field
Ins promoter up cell count = further read-out of Ins promoter up, marked with its call; cell count; measured here: cytotoxicity, nuclei count;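 total cells summed across four imaged fields per well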
bCat nuc transl cell count 5 µM = recorded beside bCat nuc transl, whose call it bears; cell count; measured here: cell count, cytotoxicity flag
MT stabilizer Hoechst-high % = recorded beside MT stabilizer, whose call it bears; % Hoechst-high responders; measured here: nuclear condensation Hoechst responders;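 share of cells brighter than vehicle mean plus two SD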
MT stabilizer cytotoxicity % = second read-out of MT stabilizer, no call of its own (marks repeat the call); toxicity, %; measured here: cytotoxicity by cell density;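 0% = mean cell density of plate MIN control wells and 100% = no cells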
Autophagy mod cell loss 18 h = further read-out of Autophagy mod, marked with its call; toxicity, %; measured here: cell loss, nuclei count;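 cell loss after 18 h compound exposure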
An asterisk follows results filed as active; i = inactive; / = not tested or not shown. This is a subset, so the mix of outcomes need not match the whole.

canonical_smiles	Dynein transport cell count	Yfh1-off respiration	Ins promoter up	bCat nuc transl	Ins promoter up cell count	MT stabilizer Hoechst-high %	HEK293 NOD2/NF-kB	Autophagy mod	Autophagy mod cell loss 18 h	MT stabilizer cytotoxicity %	NOD1 inhibition	Dynein transport cytoplasmic EGFP	bCat nuc transl cell count 5 µM	Dynein transport	Dynein transport nuclear GR-EGFP	P. falciparum M17LAP	MT stabilizer
CC1CN(C2CCN(C(=O)COc3ccccc3)CC2)CC(C)O1 (stereo not given)	0.306	i	0.03	-2.1	1098	1.4	11.2%	i	-7.2	3.0	-10.5%	-0.201	1150	0.292	0.226	8.3%	2.7
COc1ccc(-n2c(=O)cc(N3CCN(c4ccccc4F)CC3)[nH]c2=O)cc1	-0.001	i	-0.27	/	1167	1.6	3.7%	i	23.2	4.4	-13.0%	-0.151	/	-0.154	0.324	9.8%	2.0
CC(C)(O)C#Cc1ccc(C(=O)NCc2ccccc2F)cc1	0.622	i	-0.15	-1.4	1419	2.8	9.3%	i	-7.0	4.1	-23.4%	-0.311	560	-0.508	-0.572	0.9%	3.7
O=C(CSc1nnc(-c2ccncc2)o1)Oc1ccccc1	-0.673	i	-0.35	-1.3	1099	1.7	10.8%	i	7.0	5.5	2.8%	-0.209	1079	-0.122	0.103	7.6%	1.5
COC(=O)CSC1=C(C#N)C(c2ccc3c(c2)OCO3)C2=C(CCCC2=O)N1 (stereo not given)	0.674	i	-0.24	-2.7	942	1.1	7.8%	i	-5.7	19.3	-1.7%	-0.316	1225	0.0801	-0.0444	12.5%	1.2
COc1ccc(NC(=O)C(c2ccc(C)cc2)N(C)C(=O)CNC(C)=O)cc1 (stereo not given)	0.499	i	/	-3.0	/	1.0	15.5%	i	-10.1	1.2	-13.4%	-0.0817	1212	-0.268	0.00692	-4.5%	1.8
O=C(c1cc2ccccc2c(=O)o1)N1CCCC1	5.99	i	-0.6	-3.1	1409	1.5	3.0%	i	3.5	8.1	-28.6%	-0.201	535	-0.213	-0.0299	8.5%	3.1
CCn1c(C)nc2cc(-c3nnc(-c4c(-c5ccccc5)noc4C)o3)ccc21	-0.775	i	-1.27	-0.5	999	1.9	19.0%	i	6.1	0.2	-7.8%	1.5	1147	2.25	1.08	13.0%	4.2
CC(=O)NCC(=O)OC(C)C(=O)Nc1ccc(C(C)=O)cc1 (stereo not given)	1.82	i	-0.52	0.5	1721	1.9	-17.4%	i	7.8	3.0	-17.4%	-0.204	993	0.315	0.66	-2.8%	2.8
O=C(O)c1ccc(N=C2SCC(=O)N2Cc2ccccc2)cc1	0.455	i	-0.18	-1.9	1391	0.8	13.3%	i	-4.5	3.7	-26.0%	-0.263	1002	0.012	0.331	6.3%	1.5
Cc1cc(Nc2c(C#N)c(N)nn2C)ccc1F	-1.04	i	0.37	-3.5	1543	1.5	18.5%	i	-3.8	9.7	-20.2%	-0.281	1064	1.1	0.807	-1.2%	10.4
COc1ccc(NC(=O)COC(=O)CNS(=O)(=O)c2ccc(F)c(F)c2F)cc1OC	0.422	i	-0.09	-1.9	1533	1.7	8.9%	i	42.1	3.7	-8.3%	-0.275	1051	0.667	0.582	6.5%	2.4
CC(C)C(=O)Nc1nnc(SCC(=O)NCc2ccco2)s1	2	i	-0.11	1.5	1459	2.7	18.6%	i	-14.6	8.7	-29.2%	-0.262	1109	-0.893	-0.459	15.8%	4.6
COCc1cc(CN2CCCC(CNC(=O)c3ccc(F)cc3)C2)ccc1OC (stereo not given)	0.646	i	-1.3	0.3	1296	2.1	-3.4%	i	10.5	8.8	-23.7%	-0.276	1178	-0.534	-0.257	-0.3%	3.8
COC(=O)CN(c1nc(C)cc(OC)n1)S(=O)(=O)c1ccc(C)cc1	0.989	i	-0.53	-4.9	1087	2.3	19.0%	i	11.1	6.1	21.5%	-0.188	951	-0.523	0.0121	3.1%	4.4
CN(CC(=O)Nc1ccccc1Sc1ccccc1)C1CCCCC1	-0.504	i	-0.16	0.2	1198	1.6	-0.9%	i	-1.8	11.8	-13.1%	-0.295	1086	-0.401	0.569	3.4%	2.2
CC(C)(C)NC(=O)Cc1ccc(Cl)c(Cl)c1	-1.25	i	-0.27	-5.4	1255	2.4	0.9%	i	-9.2	8.8	-26.6%	0.188	1156	-0.0271	0.651	-2.0%	4.0
Cc1ccc(-c2nn(CC(=O)NCc3ccccn3)c(=O)c3ccccc23)cc1S(=O)(=O)N(C)C	0.395	i	-0.76	-1.2	1265	2.5	11.6%	i	14.6	4.2	-15.4%	-0.216	1066	-0.317	-0.223	-4.8%	1.7
Cc1ccccc1Oc1nnc(-c2cccs2)c2ccccc12	0.29	i	-0.27	-0.8	1559	2.1	-0.4%	i	5.1	5.5	-5.0%	-0.13	1153	0.0962	-0.0652	-3.5%	5.8
C[N+]1(CC(O)COCC2COc3ccccc3O2)CCOCC1 (stereo not given)	0.0797	i	0.32	1.7	1296	3.0	7.3%	i	-1.6	4.5	-30.7%	-0.346	1109	0.694	0.586	-11.0%	2.2
CCOC(=O)N1CCN(Cc2nc(N)nc(Nc3ccc(C)cc3C)n2)CC1	-0.369	i	-0.8	0.2	1292	1.1	12.0%	i	3.5	4.8	-25.3%	-0.309	1496	0.894	0.386	13.4%	1.1
COc1ccc(NC(=O)CSc2nnc(C3CCCCC3)n2-c2ccccc2)cc1	-0.218	i	-0.68	1.2	1335	1.1	15.9%	i	4.6	7.0	-2.5%	-0.203	1357	0.269	0.398	16.0%	4.2
Cc1occc1-c1nnc(SCC(=O)NC(C)(C)C)n1C(C)c1ccccc1 (stereo not given)	-0.775	i	0	-5.1	1194	2.3	1.1%	i	10.5	16.6	-1.3%	-0.184	1151	2.1	1.2	5.0%	3.8
Cc1cc(NC2CCCCC2)nc(N2CCOCC2)n1	0.32	i	0.69	0.2	1481	2.2	9.1%	i	-16.4	8.5	-12.1%	-0.201	1440	-0.868	-0.25	0.6%	2.2
Cc1ccccc1C(=O)Nc1ccc(C(=O)N/N=C/c2ccncc2)cc1	0.362	i	/	9.2	/	2.6	3.0%	i	15.7	5.9	-13.3%	-0.231	398	0.281	0.184	-2.1%	4.5
COc1ccc(NC(=O)N2c3ccccc3CC2C)cc1OC (stereo not given)	-0.372	i	/	/	/	2.0	-9.7%	i	-6.6	3.2	-26.9%	-0.146	/	0.328	0.678	14.2%	4.1
CC(C)(C)NC(=O)CN1C(=O)/C(=C/c2ccccc2)SC1=S	0.418	i	-0.34	-2.3	1449	3.4	1.1%	i	-14.5	7.6	-45.0%	-0.247	1173	-0.478	-0.374	10.4%	3.2
Cc1cccc(OCCn2c(CCCO)nc3ccccc32)c1	-2.76	i	0.17	-0.2	1750	2.7	-19.1%	i	4.2	5.3	-18.3%	0.819	1048	-0.92	-0.0744	5.5%	4.4
Cc1nn(-c2ccccn2)c(N)c1N=O	0.0392	i	0.48	-1.0	1170	/	4.0%	/	/	/	3.4%	-0.218	1255	-0.477	-0.248	13.8%	/
O=C(Nc1ccc2[nH]ccc2c1)c1cccs1	-0.14	i	0.07	0.7	1115	/	-59.4%	/	/	/	-8.7%	-0.219	1277	-0.477	0.168	8.1%	/
COc1ccc(NC(=S)Nc2cccc(Cl)c2)cc1OC	0.383	i	/	0.2	/	2.2	6.0%	i	0.7	6.3	-39.3%	-0.198	1496	-0.274	-0.359	7.7%	3.3
COC(=O)c1cc(OC)c(OC)cc1NC(=O)CCC1CCCC1	1.12	i	/	0.0	/	2.1	19.0%	i	-0.1	12.2	-8.5%	0.456	1072	0.198	0.414	11.5%	4.0
COc1ccccc1-c1nn2c(-c3ccccc3Cl)nnc2s1	/	/	0.23	-1.8	1395	/	11.4%	/	/	/	-56.5%	/	965	/	/	/	/
O=c1[nH]c(-c2ccccn2)nc2ccccc12	0.135	i	-0.12	-0.4	1084	2.0	-26.3%	i	26.6	2.3	0.2%	-0.208	1216	-0.758	-0.149	2.3%	5.5
O=C(C1CCCO1)N1CCN(c2ncccn2)CC1 (stereo not given)	0.613	i	1.05	-1.2	897	1.8	14.4%	i	-3.3	6.8	2.7%	-0.18	1164	0.423	0.23	11.5%	3.8
COc1ccc(NC(=O)c2cccc(Oc3ccc([N+](=O)[O-])cc3Cl)c2)cc1	-0.252	i	/	92.6*	/	61.1	-8.1%	i	-4.1	29.7	-10.6%	0.411	155*	-0.891	0.325	12.3%	8.3
Cc1ccc(-n2c(=O)cc(N3CC(C)OC(C)C3)[nH]c2=O)cc1 (stereo not given)	-0.0687	i	0.54	-1.2	1102	2.5	5.1%	i	3.2	3.6	9.4%	-0.344	1065	-0.268	-0.406	4.5%	2.3
O=C(Nc1nc2ccsc2c(=O)s1)c1ccc(Cl)cc1	-1.36	i	0.6	0.0	1096	/	-151.3%	/	/	/	-14.4%	-0.204	1251	0.887	0.866	-6.8%	/
Cc1cc(C)c(C#N)c(SCC(=O)Nc2ccccc2C(N)=O)n1	0.231	i	/	/	/	1.8	-131.3%	i	-7.7	2.2	-25.9%	-0.204	/	-0.459	-0.126	-14.1%	2.2
O=C1NC(=NCc2ccccc2)S/C1=C\c1ccccc1	0.173	i	-1.07	-2.6	1487	2.8	-27.5%	i	1.1	10.8	-21.4%	-0.235	1076	-0.179	-0.226	-9.2%	3.7

Source: PubChem
